High-throughput results deposited in PubChem by several laboratories.
NPY-Y1 antag: blocks the human neuropeptide Y Y1 receptor | P25929 | HEK293-CNG Y1 cells, membrane potential fluorescence; NPY at EC95, then isoproterenol | inhibition, % at 3.6 µM | actives 1% (n = 200,000) | AID 1040;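 active means inhibition above the campaign mean inhibition of all tested compounds plus 3 SD, cut at about 20% in these data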;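 further: 0% = DMSO wells given NPY plus isoproterenol and 100% = isoproterenol alone without NPY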
Target sequence (P25929 whole entry, looked up): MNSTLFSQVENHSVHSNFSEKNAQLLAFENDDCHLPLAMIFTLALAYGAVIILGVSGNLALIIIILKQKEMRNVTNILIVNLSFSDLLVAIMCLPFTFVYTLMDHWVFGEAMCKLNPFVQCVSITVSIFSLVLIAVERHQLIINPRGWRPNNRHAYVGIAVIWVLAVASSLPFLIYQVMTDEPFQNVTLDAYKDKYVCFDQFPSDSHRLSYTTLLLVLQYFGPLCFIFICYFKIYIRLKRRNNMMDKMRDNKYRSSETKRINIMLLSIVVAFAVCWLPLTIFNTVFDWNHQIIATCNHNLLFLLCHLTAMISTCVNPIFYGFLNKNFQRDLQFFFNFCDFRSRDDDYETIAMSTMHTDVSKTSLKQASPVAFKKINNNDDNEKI
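material = HEK293 cells with Y1 receptor plus CNG channel | also added = NPY 25 nM then isoproterenol 1 µM plus Ro 20-1724 25 µM | schedule = dye 3 h, compound 60 min room temperature, stimulation 45 min | measured by = membrane potential fluorescence | benchmarks = high control isoproterenol alone, low control NPY with isoproterenol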
S1P4 agonist: agonists of human S1P4 receptor; O95977; S1P4-expressing cell line, agonist reporter assay; activation, % at 4.98 µM; actives 0.35% (n = 220,000); AID 1509; in the data active means activation above about 11%;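 further: 0% = DMSO vehicle and 100% = reference agonist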
Target sequence (O95977 whole entry, looked up): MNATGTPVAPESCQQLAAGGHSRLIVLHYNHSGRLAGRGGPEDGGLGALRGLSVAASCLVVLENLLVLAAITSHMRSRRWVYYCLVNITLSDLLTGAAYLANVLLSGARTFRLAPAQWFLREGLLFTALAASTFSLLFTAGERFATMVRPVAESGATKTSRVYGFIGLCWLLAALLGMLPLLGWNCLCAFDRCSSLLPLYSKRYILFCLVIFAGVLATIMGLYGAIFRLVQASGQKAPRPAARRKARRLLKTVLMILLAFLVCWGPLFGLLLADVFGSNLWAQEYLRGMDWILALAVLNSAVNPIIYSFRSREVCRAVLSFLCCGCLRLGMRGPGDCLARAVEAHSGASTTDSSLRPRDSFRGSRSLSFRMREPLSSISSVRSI
NPY-Y1 PAM-ag: potentiates or activates human NPY-Y1 receptor; activation, % at 3.6 µM; P25929; actives 0.37% (n = 220,000); NPY-Y1 expressing cells, potentiator/agonist activation; in the data active means activation above about 33%, passing the limit was not always enough;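 further: cells stimulated with NPY at EC10 then isoproterenol at EC100; 0% = low agonist plus stimulus and 100% = saturating agonist plus stimulus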
NPY-Y2 PAM-ag: potentiators or agonists of human neuropeptide Y receptor Y2 | P49146 | cells expressing NPY-Y2, potentiator/agonist read-out | activation, % at 3.6 µM | actives 0.45% (n = 220,000); in the data active means activation above about 27%;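 further: cells stimulated with NPY near EC25 plus isoproterenol at EC100; 0% = vehicle plus submaximal agonist and 100% = vehicle plus saturating agonist; some results beyond the cut were filed as inactive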
CHOP inh: blocks CHOP induction under ER stress | CHO-K1 CHOP-promoter luciferase, tunicamycin-induced, 15-18 h | inhibition, % at 10 µM | actives 3.8% (n = 220,000) | AID 2732;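 active means compounds that reduced the stress-induced luciferase reporter signal by more than about 70% of percent inhibition, limit read from the data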;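 further: 0% = tunicamycin plus vehicle and 100% = wells without tunicamycin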
BaF3 parental: parental Ba/F3 viability inhibition as JAK2V617F counter-screen; CellTiter-Glo ATP luminescence; inhibition, % at 5.6 µM; actives 1.1% (n = 220,000);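 active means inhibition above a per-campaign cutoff, the mean inhibition of all tested compounds plus 3 SD, cut at about 27% in these data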;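 further: 0% = DMSO wells and 100% = JAK Inhibitor I control wells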
S1P4 antag: human S1P4 receptor antagonism; actives 0.26% (n = 220,000); S1P4-expressing cells, antagonist mode, reporter read-out; O95977; AID 1510; inhibition, % at 4.98 µM; in the data active means inhibition above about 29%;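 further: 0% = wells stimulated with agonist and 100% = vehicle wells without agonist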
Ba/F3 V617F tox: loss of viability in JAK2V617F-driven Ba/F3 cells | Ba/F3 EpoR-JAK2V617F viability, ATP luminescence | inhibition, % at 5.6 µM | actives 1.1% (n = 220,000) | AID 1446;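 active means inhibition above the campaign mean plus 3 SD over all tested compounds, cut at about 24% in these data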;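 further: cytokine-independent growth of Ba/F3 cells driven by EpoR plus mutant JAK2; 0% = DMSO-treated cells and 100% = JAK inhibitor I control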
p47phox inh: blocks human p47phox regulatory protein of NADPH oxidases; P14598; p47phox/p22phox peptide binding, fluorescence polarization, 2 h; inhibition, % at 24.7 µM; actives 0.53% (n = 220,000); AID 1274;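 active means inhibition above about 30%, limit read from the data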;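 further: 0% = p47phox with labelled peptide and 100% = labelled peptide alone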
Numbers without * were called inactive; . = not tested or not shown.

SMILES | NPY-Y1 antag | S1P4 agonist | NPY-Y1 PAM-ag | NPY-Y2 PAM-ag | CHOP inh | BaF3 parental | S1P4 antag | Ba/F3 V617F tox | p47phox inh
N#Cc1ccc[n+](CC(=O)c2ccc(NC(=O)c3ccccc3)cc2)c1 | . | -0.7 | 10 | -8 | -15 | 4 | 1 | -1 | -31
COc1ccc(N(CC(=O)NCc2cccc(OC)c2)S(=O)(=O)c2c(C)noc2C)cc1 | -2 | 1.6 | 6 | -11 | 49 | 14 | 0 | 10 | -9
NC(=O)C1CCN(C(=O)CN2C(=O)c3ccccc3S2(=O)=O)CC1 | -2 | -2.5 | -14 | -7 | -4 | 5 | 7 | 0 | 0
COc1cccc(N(CC(=O)Nc2cccnc2)S(C)(=O)=O)c1 | 1 | 1.6 | 26 | -6 | 1 | 3 | 0 | -1 | -9
Cc1nn(CC2CC2)c(=O)n1-c1ccc(F)cc1 | -5 | 1.7 | -2 | 1 | 6 | 9 | 1 | 3 | 0
CCOC(=O)N1CCN(CC(O)COCc2ccc(Cl)cc2)CC1 (centres undefined) | 2 | 1.9 | 4 | 6 | 26 | 1 | 3 | -2 | -5
Cc1cccc(C(=O)NNC(=O)CN2C(=O)c3ccccc3C2=O)c1 | 1 | 0.0 | -2 | 10 | -17 | 1 | -13 | -4 | -6
COc1ccc(NC(=O)N2CCCCCC2)cc1 | 4 | 1.4 | 23 | 9 | 8 | 4 | -1 | 0 | -5
Cc1nnc(NC(=O)c2sc3ccccc3c2Cl)s1 | -1 | -1.1 | 21 | 8 | 49 | 7 | 3 | 3 | -34
Cc1cccc(-n2c(-c3ccncc3)n[nH]c2=S)c1C | -1 | 0.4 | 4 | -12 | -10 | 6 | -3 | 0 | -4
CSc1ccc(/C=C/C(=O)OCC(=O)N(C)CCC#N)cc1 | 1 | -0.8 | -13 | -20 | -9 | 10 | -4 | 7 | 3
COC(=O)c1c(O)cc(=O)n2c1CCCCC2 | 4 | 2.8 | -16 | -11 | -4 | 7 | -1 | 2 | 6
c1ccc(N2CCOCCOCCOCCOCCOCC2)cc1 | -2 | 1.2 | 6 | 10 | 16 | -2 | -1 | 0 | 9
Oc1ccccc1/C=N/Nc1ccnc(SCc2ccccc2)n1 | 10 | 0.7 | -20 | -1 | 36 | 8 | -12 | 2 | -10
O=C(COC(=O)C1CC2C=CC1C2)Nc1ccccc1F (centres undefined) | 1 | -1.7 | 0 | -2 | 11 | 3 | -12 | 0 | -4

Given with two lines to a compound: seven of the compounds above
Under each structure – NPY-Y1 antag	S1P4 agonist	NPY-Y1 PAM-ag	NPY-Y2 PAM-ag	CHOP inh	BaF3 parental	S1P4 antag	Ba/F3 V617F tox	p47phox inh
- NC(=O)C1CCN(C(=O)CN2C(=O)c3ccccc3S2(=O)=O)CC1
 : -2	-2.5	-14	-7	-4	5	7	0	0
- COC(=O)c1c(O)cc(=O)n2c1CCCCC2
 : 4	2.8	-16	-11	-4	7	-1	2	6
- Cc1cccc(C(=O)NNC(=O)CN2C(=O)c3ccccc3C2=O)c1
 : 1	0.0	-2	10	-17	1	-13	-4	-6
- CSc1ccc(/C=C/C(=O)OCC(=O)N(C)CCC#N)cc1
 : 1	-0.8	-13	-20	-9	10	-4	7	3
- O=C(COC(=O)C1CC2C=CC1C2)Nc1ccccc1F (centres undefined)
 : 1	-1.7	0	-2	11	3	-12	0	-4
- CCOC(=O)N1CCN(CC(O)COCc2ccc(Cl)cc2)CC1 (centres undefined)
 : 2	1.9	4	6	26	1	3	-2	-5
- COc1ccc(N(CC(=O)NCc2cccc(OC)c2)S(=O)(=O)c2c(C)noc2C)cc1
 : -2	1.6	6	-11	49	14	0	10	-9

Carrying on:
SMILES | NPY-Y1 antag | S1P4 agonist | NPY-Y1 PAM-ag | NPY-Y2 PAM-ag | CHOP inh | BaF3 parental | S1P4 antag | Ba/F3 V617F tox | p47phox inh
CCc1ccc(OCc2nnc(NC(=O)c3cccs3)s2)cc1 | 3 | -1.2 | -28 | -12 | 72* | 4 | 2 | -1 | -6
Cc1nc(NS(=O)(=O)c2ccccc2C)c2c3c(sc2n1)CCC3 | 0 | -1.2 | 7 | -3 | 2 | -1 | -20 | -3 | -13
Cc1cccc(NS(=O)(=O)c2ccc(C)c(C(N)=O)c2)c1 | -5 | -0.7 | -4 | 8 | 28 | 5 | -2 | 1 | -5
Cc1ccc(CN2CCN(Cc3cnc(N(C)C)s3)CC2CCO)o1 (centres undefined) | 9 | 1.2 | 18 | 2 | 8 | 0 | -20 | -2 | 1
COc1ccc(OC)c(C(c2nnnn2CC2CCCO2)N2CCN(C)CC2)c1 (centres undefined) | -1 | 0.7 | -10 | 3 | 47 | 9 | -11 | 1 | -7
COc1ccccc1CNC(=O)CCn1c(=O)sc2ccccc21 | 8 | -0.9 | -19 | 11 | 18 | 1 | -7 | -1 | 4
c1ccc(OCCOCCN2CCOCC2)cc1 | 1 | -2.2 | 3 | 14 | 34 | 1 | -3 | -3 | -11
CC1(C)C([N+](=O)[O-])C(c2ccc(Cl)cc2)NC(c2ccc(Cl)cc2)C1[N+](=O)[O-] (centres undefined) | 4 | -1.0 | 4 | 8 | 2 | 5 | -7 | -2 | -1
Cc1ccc(C)c(OCC(=O)Nc2c[nH]c(=O)[nH]c2=O)c1 | 1 | 1.0 | 0 | -10 | 13 | 3 | -15 | -2 | -6
Cc1cc(C(F)F)n2ncc(C(=O)NCc3ccccc3)c2n1 | 11 | -1.3 | 10 | -9 | -16 | 2 | 2 | -2 | -4
COc1ccc2c(c1)c(=O)oc1cc(OCC(=O)N3CCCC(C)C3)ccc12 (centres undefined) | 4 | 1.4 | -58 | -16 | 49 | 6 | -17 | -1 | -4
Nc1nnc(CC(=O)N/N=C/c2ccc(-c3cccc(C(=O)O)c3)o2)s1 | . | -0.5 | 8 | -2 | 18 | -1 | 6 | -1 | -6
C=CCn1c(C(CC(C)C)CC(C)O)n[nH]c1=S (centres undefined) | 3 | 1.0 | 3 | 1 | -1 | 0 | -9 | -3 | -5
CCC(C)(C)c1ccc(OCCCC[n+]2cccc(C)c2C)c(C(C)(C)CC)c1 | . | -0.2 | -49 | -51 | 79* | 99* | -3 | 99* | 49*
COc1cccc(NC(=O)c2cccnc2)c1 | -8 | -0.1 | 4 | 10 | 5 | 3 | -13 | 0 | 0

Individual results from the results shown.
Reading for c1ccc(OCCOCCN2CCOCC2)cc1 under p47phox inh: -11
Reading for Cc1nc(NS(=O)(=O)c2ccccc2C)c2c3c(sc2n1)CCC3 under NPY-Y1 antag: 0

3 entries already listed, sorted by the value under NPY-Y1 PAM-ag, falling:
| molecule | NPY-Y1 antag | S1P4 agonist | NPY-Y1 PAM-ag | NPY-Y2 PAM-ag | CHOP inh | S1P4 antag | p47phox inh |
| --- | --- | --- | --- | --- | --- | --- | --- |
| COc1cccc(N(CC(=O)Nc2cccnc2)S(C)(=O)=O)c1 | 1 | 1.6 | 26 | -6 | 1 | 0 | -9 |
| Cc1cccc(NS(=O)(=O)c2ccc(C)c(C(N)=O)c2)c1 | -5 | -0.7 | -4 | 8 | 28 | -2 | -5 |
| COc1ccc(OC)c(C(c2nnnn2CC2CCCO2)N2CCN(C)CC2)c1 (centres undefined) | -1 | 0.7 | -10 | 3 | 47 | -11 | -7 |

(further entries)
SMILES | NPY-Y1 antag | S1P4 agonist | NPY-Y1 PAM-ag | NPY-Y2 PAM-ag | CHOP inh | BaF3 parental | S1P4 antag | Ba/F3 V617F tox | p47phox inh
COC(=O)c1ccc(/C=C/c2ccc3cccc(OC)c3n2)cc1 | 10 | 3.5 | -32 | 14 | -5 | 4 | 2 | 1 | -1
O=C(/C=C/c1ccco1)NC(=S)Nc1ccc(N2CCOCC2)c(Cl)c1 | 3 | 0.5 | 3 | -9 | 75* | 5 | -14 | -4 | -5
CC(Nc1ccccc1)C(=O)Nc1ccc(F)cc1 (centres undefined) | 2 | 4.2 | 12 | 6 | 15 | 5 | 10 | -1 | 20
COc1ccc(C(=O)NC2CCCc3ccccc32)cc1S(=O)(=O)N1CCOCC1 (centres undefined) | 1 | -0.6 | -1 | -1 | 6 | 5 | -7 | 1 | -13
COc1ccc(N2C(=O)CC(S/C(N)=N/N=C/c3ccnc4ccccc34)C2=O)cc1 (centres undefined) | 9 | -0.4 | -3 | -14 | 15 | 4 | -16 | -3 | 27
COc1ccc(OCCNC2CCCC2)cc1 | -2 | 0.3 | -3 | -12 | 35 | 2 | -11 | -3 | -10
CCNC(=S)N1N=C2c3ccccc3CCC2C1c1ccc(F)cc1 (centres undefined) | . | 0.3 | 2 | -13 | 21 | -1 | 10 | 4 | -3
Cc1ccc2c(CN3CCN(Cc4ccc5c(c4)OCO5)CC3)cc(=O)oc2c1C | 4 | 1.4 | 5 | -1 | 25 | -1 | 7 | -4 | -1
C=CCn1c(Sc2ncc([N+](=O)[O-])s2)n[nH]c1=O | . | 3.9 | -9 | -39 | 49 | 25 | 69* | 77* | 4
CCOC(=O)N1CCN(S(=O)(=O)c2ccc3c(c2)oc(=O)n3C)CC1 | -2 | 1.4 | -11 | -4 | 7 | 4 | -11 | -2 | -24
O=C(c1ccccc1)N1CCN(C(=O)c2ccc3c(c2)OCCO3)CC1 | 6 | -0.1 | 12 | 1 | 44 | 7 | 6 | 2 | -11
S=c1[nH]nc(Nc2ccccc2Cl)s1 | 10 | -0.1 | -14 | -15 | 9 | 3 | -6 | -2 | 0
N=C(N)SCc1cn(-c2ccccc2)nc1-c1ccc(Br)cc1 | 8 | 0.6 | -23 | -6 | 106* | -2 | 2 | 2 | 54*
CSc1c(CC(=O)Nc2ccccc2Cl)n(Cc2ccccc2)c2ccccc12 | 5 | 1.6 | -2 | -4 | -7 | 3 | -2 | 1 | -10
O=C(CCn1c(=O)c2ccccc2n(Cc2cc(=O)n3ccccc3n2)c1=O)NCc1ccco1 | -2 | 2.6 | -7 | 2 | 3 | 0 | 1 | 2 | -2
CC(C)C(C(=O)NC(C)(C)C)N1C(=O)c2ccccc2C1=O (centres undefined) | 0 | 2.1 | -9 | -18 | 20 | -1 | 1 | 1 | -14
CCOC(=O)c1cccc(NC(=O)CSc2nnc(-c3cccnc3)n2CC)c1 | -2 | -3.0 | 0 | 4 | 1 | -3 | -18 | -1 | -4
Clc1ccccc1COc1ccc(/C=N/n2cnnc2)cc1 | -1 | -1.5 | -3 | 7 | -1 | 4 | -4 | -3 | 1
CC(=O)N=c1sc2nc3ccccc3nc2n1N(C(C)=O)C(C)=O | 4 | 1.6 | 10 | 0 | 46 | 4 | 14 | -1 | -15
O=C(Nc1cccc(-c2cn3cccnc3n2)c1)c1ccc(Br)o1 | -3 | 0.2 | 3 | 7 | 28 | 6 | -4 | 4 | -22
CCCn1c(SCC(=O)c2cc(OC)ccc2OC)nnc1-c1ccco1 | 6 | 0.5 | 0 | -18 | -9 | 9 | -15 | 3 | -8
c1ccc(-c2ccccc2OCCOCCN2CCc3ccccc3C2)cc1 | 16 | 0.1 | -11 | -11 | 11 | 47* | 11 | -3 | -5
Clc1ccc(COc2ccccn2)c(Cl)c1 | 2 | 0.7 | -11 | 5 | 29 | 3 | -36 | 0 | -15
COc1ccc(S(=O)(=O)Cc2ccc(C(=O)N3CCN(c4ccccn4)CC3)o2)cc1 | -1 | 0.4 | 4 | -7 | 52 | 1 | -23 | -1 | -8
COc1ccc(C2CC(c3cccs3)=NN2c2ccc(F)cc2)cc1OC (centres undefined) | 10 | 19* | -15 | -5 | 17 | 5 | 8 | -2 | -9
CCOC(=O)c1c(NC(=O)c2ccc(C)cc2)sc2c1CC(C)(C)OC2 | 15 | -1.2 | -62 | -10 | 26 | 6 | -7 | -3 | -6
